Source: PubChem (several laboratories)
GRK2 inh – compounds blocking aptamer binding on GRK2 – biochemical, human GRK2, bead flow cytometry, HTS, primary screen; inhibition of aptamer binding, % at 10 µM; FAM-aptamer displacement from GRK2; hit rate 0.59% among 330,000; Beta-adrenergic receptor kinase 1 (Homo sapiens), P25098;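 active = inhibition of aptamer binding above 40%, roughly 3 SD of noise, on plates passing a quality check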;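 also: median bead fluorescence of bound FAM aptamer so fluorescent compounds give negative values; no value below 0 was filed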
Target sequence (P25098 whole entry, looked up): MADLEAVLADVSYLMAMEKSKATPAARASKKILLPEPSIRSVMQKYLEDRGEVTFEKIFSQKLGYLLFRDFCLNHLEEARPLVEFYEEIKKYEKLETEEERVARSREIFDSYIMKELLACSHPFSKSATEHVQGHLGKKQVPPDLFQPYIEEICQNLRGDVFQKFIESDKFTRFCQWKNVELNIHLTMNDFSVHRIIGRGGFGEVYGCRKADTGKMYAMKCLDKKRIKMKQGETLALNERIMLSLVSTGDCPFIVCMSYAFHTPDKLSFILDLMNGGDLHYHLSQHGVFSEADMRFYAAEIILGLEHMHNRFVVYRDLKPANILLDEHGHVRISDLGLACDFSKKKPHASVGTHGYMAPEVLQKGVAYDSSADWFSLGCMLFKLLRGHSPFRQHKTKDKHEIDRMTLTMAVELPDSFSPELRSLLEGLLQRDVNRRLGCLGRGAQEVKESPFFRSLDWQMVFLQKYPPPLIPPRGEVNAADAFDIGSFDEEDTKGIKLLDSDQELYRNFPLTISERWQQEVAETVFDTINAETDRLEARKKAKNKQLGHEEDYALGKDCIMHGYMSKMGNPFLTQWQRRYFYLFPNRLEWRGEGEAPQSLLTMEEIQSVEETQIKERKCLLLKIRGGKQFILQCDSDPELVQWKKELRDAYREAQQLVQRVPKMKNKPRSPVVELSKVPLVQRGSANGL
VLA-4 inh – inhibition in human VLA-4 binding assay, primary screen, VLA-4 allosteric modulator project, MLPCN library, flow cytometry, VLA-4 expressing cells. hit rate 0.2% among 330,000. inhibition, % (about 7 µM as worked out from the volumes in the protocol). ligand binding flow cytometry; in the data active = inhibition above about 50%
Bcl-xL primary – inhibitors of human Bcl-xL, primary screen, biochemical, fluorescence polarization, HTS | inhibition, % at 10.9 µM | hit rate 0.7% among 320,000 | GST-Bcl-xL / FITC-Bim BH3 peptide fluorescence polarization | Bcl-2-like protein 1 (Homo sapiens), Q07817;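 active = inhibition above the mean of all tested compounds plus 3 SD, cutoff set per campaign, cut at about 30% in these data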;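 also: 0% = DMSO wells and 100% = unlabeled Bim-BH3 peptide competitor; inhibitors lower millipolarization by displacing the labeled peptide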
GLD-1 TGE inh – GLD-1/TGE RNA complex disruptors, primary screen, biochemical, fluorescence polarization; Female germline-specific tumor suppressor gld-1 (Caenorhabditis elegans), Q17339; purified GLD-1 + fluorescein TGE RNA; inhibition, % at 5.96 µM; hit rate 0.44% among 320,000; AID 2280, 2010;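 active = percent inhibition above a per-plate cutoff, the plate mean of test compounds plus 3 SD, cut at about 30% in these data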;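 also: 0% = DMSO wells with GLD-1 and probe and 100% = wells lacking GLD-1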
MEX-5 binding – MEX-5 zinc finger RNA-binding disruptors – biochemical, C. elegans, fluorescence polarization, MLPCN library, primary screen; MEX-5/FITC-TCR2 RNA binding; hits give low values; activity score (negative = inhibition of binding), % at 10 µM; hit rate 0.38% among 300,000;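 active = inhibition past about -25% in most replicates, and total fluorescence under double the plate's negative control median, limit read from the data; inconclusive = replicates evenly split on the limit, or fluorescence at least double controls; inactive = too little inhibition in most replicates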;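 also: 0% = DMSO and -100% = 5 µM competing unlabeled TCR2 RNA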
MCL1-BIM inh – inhibitors of MCL1 binding to BIM-BH3, primary screen, biochemical, fluorescence polarization. Induced myeloid leukemia cell differentiation protein Mcl-1 (Homo sapiens), Q07820. hit rate 0.68% among 320,000. inhibition, % at 10.9 µM. GST-MCL1 / FITC-Bim-BH3 fluorescence polarization;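 active = inhibition above the mean inhibition of all tested compounds plus 3 SD, set per campaign, cut at about 40% in these data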;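 also: 0% = DMSO wells and 100% = unlabeled Bim-BH3 peptide control; higher means more loss of mP so more displacement of Bim peptide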
Target sequence (Q07820 whole entry, looked up): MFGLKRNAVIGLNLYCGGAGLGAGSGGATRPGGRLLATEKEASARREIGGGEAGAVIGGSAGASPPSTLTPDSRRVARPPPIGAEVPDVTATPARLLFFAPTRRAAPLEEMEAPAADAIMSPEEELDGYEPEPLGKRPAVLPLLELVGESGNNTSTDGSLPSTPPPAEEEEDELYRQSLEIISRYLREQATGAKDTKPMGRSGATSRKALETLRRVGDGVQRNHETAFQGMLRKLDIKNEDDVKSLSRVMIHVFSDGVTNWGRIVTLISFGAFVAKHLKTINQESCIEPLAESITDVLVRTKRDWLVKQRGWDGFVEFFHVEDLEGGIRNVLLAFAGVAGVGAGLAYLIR
AGP1 TOR yeast – modulators of AGP1-GFP expression in yeast TOR pathway, primary screen, cell-based, multiplex flow cytometry, S. cerevisiae, MLPCN library. 3 h; GFP as percent of DMSO wells. GFP response vs DMSO, % at 10 µM. hit rate 0.02% among 320,000;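 active = GFP response relative to DMSO above a set limit, near screen average plus 3 SD, cut at about 150% in these data; inconclusive = fewer than 70 cells counted for the yeast strain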;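 also: median GFP channel fluorescence of the gated AGP1 strain per well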
Fam108B counter – mouse Fam108B serine hydrolase inhibitors, primary screen, counter-screen for RBBP9 inhibitor project, biochemical, fluorescence polarization | recombinant Fam108B, FP-Rh probe fluorescence polarization | inhibition, % at 9.51 µM | AID 1947, 2009 | hit rate 0.33% among 300,000;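 active = inhibition above the screen mean inhibition plus 3 SD, computed separately per campaign, cut at about 18% in these data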;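 also: inhibitors lower polarization as less probe binds the enzyme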
CIT2-GFP yeast – modulators of CIT2-GFP expression in yeast, primary screen, S. cerevisiae, GFP fusion, multiplex flow cytometry, MLPCN library; AID 2029, 2009; GFP response vs DMSO, % at 10 µM; S. cerevisiae CIT2-GFP strain, 3 h; 100 means same as DMSO wells; hit rate 0.065% among 320,000;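 active = GFP response relative to DMSO above a set limit, near the screen mean plus 3 SD, cut at about 150% in these data; inconclusive = Fewer than 70 cells measured for a yeast strain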;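 also: ratio of well median GFP fluorescence to mean of DMSO wells on the plate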
* = called active by the depositor; ? = inconclusive; nt = no result given.

Fields: MEX-5 binding, Fam108B counter, CIT2-GFP yeast, AGP1 TOR yeast, MCL1-BIM inh, GLD-1 TGE inh, Bcl-xL primary, GRK2 inh, VLA-4 inh
> COCC(=O)Nc1cc(C(=O)NCCc2ccccc2)ccc1Cl
 : nt, -4, 96, 99, 0, -6, 3, 0, 0
> O=C(CCCCCNC(=S)Nc1ccccc1)C[N+](=O)[O-]
 : 0.4, -1, 107, 108, 8, 0, 3, 0, 6
> CNC(=O)NC(=O)Cn1cnc2sc(-c3ccccc3)cc2c1=O
 : 1.1, -1, 97, 105, 9, 0, 5, 2, -4
> CC(C)C(=O)Nc1c2c(nn1-c1ccc(F)cc1)CS(=O)(=O)C2
 : -0.4, -2, 112, 89, -2, 4, -1, 0, 17
> CCOC(=O)c1nnn(-c2nonc2N)c1C
 : -3.5, 0, 100, 98, -6, 4, -4, 1, 6
> COc1ccc(Cl)cc1NC(=O)CN(C)C(=O)c1cc2ccccc2cc1O
 : -0.8, -2, 99, 98, 1, 11, 0, 0, 3
> CN(C(=O)CN1C(=O)c2ccccc2S1(=O)=O)C1CCCCC1
 : nt, nt, 94, 100, nt, -2, nt, 0, -2
> COc1ccc(C(=O)NNC(=O)CSc2nnc(C)n2CC2CCCO2)cc1 (centres undefined)
 : 0.1, 9, 110, 100, 2, 4, 2, 2, -5
> O=C(Nc1ccccc1C(F)(F)F)c1c(F)cccc1Cl
 : -0.1, -1, 100, 99, 9, 6, 5, 0, -6
> N#CC(C#N)=Cc1cccn1-c1ccc(S(N)(=O)=O)cc1
 : -0.3, 6, 92, 110, 7, 0, 4, 1, -3
> O=C(CSc1nc(=O)n(CCN2CCOCC2)c2c1CCC2)Nc1ccc(OC(F)(F)F)cc1
 : -1.0, 0, 94, 102, -3, 5, 1, 0, 7
> COc1ccc(CCNC(=O)Cn2nnc(-c3ccc(N4CCOCC4)cc3)n2)cc1OC
 : 0.2, 0, 99, 97, -4, 3, 4, 4, 11
> CC(C)C[C@H](NC(=O)c1nc[nH]c1C(=O)NCc1ccccc1)C(=O)OC(C)(C)C
 : 0.1, -2, 98, 103, -1, 7, -2, 0, -5
> CCOC(=O)COn1c(SCC(=O)OCC)nc2ccccc2c1=O
 : 2.6, 0, 103, 106, 4, 0, 4, 1, -1
> O=C(CCc1ccccc1)NCCc1nc2ccccc2[nH]1
 : -1.8, 2, 99, 104, -1, 4, 7, 6, -4
> Cc1ccc(CSCC(=O)NN=C2CCN(C)CC2)cc1
 : 1.9, 0, 109, 110, 6, -1, 0, 3, 20
> S=c1[nH]nc(CCc2nc3ccccc3[nH]2)n1-c1ccccc1
 : 5.4, 1, 112, 99, 0, 10, -4, 0, 16
> O=C(COc1ccc(Cl)cc1)OCC(=O)N1CCOCC1
 : nt, nt, 89, 89, nt, 7, nt, 2, 14
> O=C(Cc1ccc(Cl)c(Cl)c1)Nc1cccc2ncccc12
 : nt, -5, 104, 108, 2, 6, -1, 2, 1
> COCCN(C(=O)CCl)C(C(=O)NC1CCCCC1)c1ccccc1C (centres undefined)
 : 3.0, -4, 98, 99, 11, 4, 6, 1, 19
> CCn1cc([N+](=O)[O-])c(C(=O)N2N=C(c3ccccc3)CC2c2ccc([N+](=O)[O-])cc2)n1 (centres undefined)
 : 0.5, -2, 108, 102, 1, 4, 4, 0, 5
> CNC(=S)N(C)[C@H]1c2c(ccc3ccccc23)OC[C@H]1CO
 : 1.7, -5, 100, 99, 1, 1, -1, 0, 8
> CCCCn1c(=S)[nH]c2cc(S(=O)(=O)N3CCCCC3)ccc21
 : -0.4, 4, 88, 96, -6, 10, -18, 0, 6
> O=C(Nc1cccc(F)c1)c1ccc2ncsc2c1
 : 0.8, -4, 100, 97, 11, 1, 3, 0, -3
> COc1ccc(NC(=O)/C=C/c2cccc(F)c2)cn1
 : -8.8, -4, 94, 90, 75*, 47*, 75*, 1, 9
> COc1ccc(CCNc2ccc(C(CC(N)=O)NC(=O)Cc3cccc4ccccc34)cc2[N+](=O)[O-])cc1 (centres undefined)
 : 2.0, -17, 73, 79, -9, -5, -7, 0, 9
> Cc1onc(-c2c(F)cccc2Cl)c1C(=O)Nc1nnc(C(F)(F)F)s1
 : 0.0, 1, 95, 85, 8, 0, 7, 4, 4
> Cc1cccc(NC(=O)/C(C#N)=C/c2cccc([N+](=O)[O-])c2)n1
 : -1.2, 25*, 79, 82, 2, -6, 4, 3, 25
> c1cncc(-c2nc(-c3cccs3)cs2)c1
 : 0.4, 3, 88, 80, 5, 0, 5, 0, 19
> O=C1c2cc3ccccc3c(-c3ccccc3)c2C(=O)N1c1ccccn1
 : 1.7, 4, nt, nt, 5, 4, 4, 3, 19
> Oc1csc(Cc2nc(-c3ccccc3F)cs2)n1
 : -0.7, -1, 89, 94, 2, -9, 4, 6, 2
> Cc1cc(Nc2cc(Cl)nc(Sc3ccc(NC(=O)C4CC4)cc3)n2)n[nH]1
 : 3.6, 8, 102, 90, 3, 4, 3, 0, -7
> N/C(=N\OS(=O)(=O)c1ccc2ccccc2c1)c1cccnc1
 : 1.1, 3, 107, 105, 3, -1, 1, 0, -4
> O=C(c1ccccc1)c1nc2ccccc2[nH]c1=O
 : -1.7, -3, 76, 97, -2, -6, 2, 0, 1
> O=C(COC(=O)c1cc[n+]([O-])cc1)Nc1ccc(Cl)cc1Cl
 : nt, nt, 94, 97, nt, -2, nt, 0, -2
> Cn1c(=O)n(CC(=O)Nc2ccc(F)cc2)c2ccccc21
 : -0.3, 5, 98, 107, 11, 12, 0, 2, 3
> CCCN(CCC)CCOc1cc(C)ccc1C(C)C
 : -1.8, 3, 109, 117, 10, 0, 5, 8, 4
> Cc1ccc(C2NC(=O)c3ccccc3N2)s1 (centres undefined)
 : -4.0, 7, 89, 89, 3, 7, -1, 0, 6
> CCCCn1c(SCC(=O)N(CC)C2CCS(=O)(=O)C2)nc2cc(S(N)(=O)=O)ccc21 (centres undefined)
 : 2.8, -2, 98, 92, -8, 1, -6, 0, 2
> CC(C)C(=O)NC(=S)Nc1ccccc1C(=O)NC1CCCCC1
 : 2.3, -3, 109, 117, 7, 3, 5, 1, 8

Bcl-xL primary, what is marked active above
SMILES	MEX-5 binding	CIT2-GFP yeast	AGP1 TOR yeast	MCL1-BIM inh	GLD-1 TGE inh	Bcl-xL primary	GRK2 inh	VLA-4 inh
COc1ccc(NC(=O)/C=C/c2cccc(F)c2)cn1	-8.8	94	90	75*	47*	75*	1	9

(next part)
Fields: MEX-5 binding, Fam108B counter, CIT2-GFP yeast, AGP1 TOR yeast, MCL1-BIM inh, GLD-1 TGE inh, Bcl-xL primary, GRK2 inh, VLA-4 inh
> Cc1ccc(Cl)cc1NC(=O)CN1CCN(S(=O)(=O)N2CCOCC2)CC1
 : -0.1, 4, 106, 102, 3, 7, -2, 2, 4
> COc1ccc(NC(C)c2cc(Cl)ccc2O)cc1 (centres undefined)
 : -1.2, -3, 88, 98, -6, -5, 3, 0, 21
> O=C(CCn1c(=O)oc2ccccc21)NC1=NCCS1
 : -1.7, 9, 105, 100, 4, -8, -1, 0, -1
> COc1ccc(N2CCN(C(=O)CN(c3ccc(Br)cc3)S(C)(=O)=O)CC2)cc1
 : -0.5, -3, ?, ?, 2, 4, 2, 0, 3
> O=C1N/C(=N/Nc2ccccc2)S/C1=C\c1ccccc1
 : 0.2, 9, 96, 93, 19, -3, 6, 4, 10
> COc1ccc(-c2cc(C(=O)N3CCN(C(=O)c4ccco4)CC3)[nH]n2)cc1
 : 4.5, 1, 101, 98, 0, 6, 2, 3, -6
> COc1ccc(CSCCc2n[nH]c(=S)n2-c2ccccc2)cc1C
 : -0.6, 0, 106, 100, -5, 1, -4, 2, 12
> C=C(C)Cn1c(N)cc(=O)nc1SCC(=O)Nc1cccc(C(F)(F)F)c1
 : 1.6, -3, nt, 99, 3, 3, 4, 3, 1
> CCN(CCCNC(=O)CC(C(=O)N1CCc2ccccc21)n1ccnc1)c1cccc(C)c1 (centres undefined)
 : 1.8, -3, 104, 105, 1, 2, 1, 0, -3
> COc1ccc2c(c1)CCCC21NC(=O)N(CC(=O)NCc2cccs2)C1=O (centres undefined)
 : nt, nt, 93, 98, nt, -1, nt, 1, 0
> CC(C)NS(=O)(=O)c1ccc(NC(=O)C2CC3C=CC2C3)cc1 (centres undefined)
 : nt, 4, 110, 112, 2, 2, -1, 0, 15
> O=C(Nc1ccc2c(c1)C(=O)OC2)c1ccc(C(F)(F)F)cc1
 : 0.0, 1, 103, 104, 1, 0, 4, 6, -5
> CC(C)(C)C(=O)OCc1nc(-c2ccc(Cl)cc2)cs1
 : 0.4, -1, 96, 95, 1, 5, 4, 2, 2
> CN1CCN(C(=O)C2=C[C@H](c3ccc4c(c3)OCO4)C[C@H](OCc3ccc(CO)cc3)O2)CC1
 : 0.7, 1, 72, 77, 8, 0, 2, 0, 13
> CC(C)(C)N(Cc1ccccc1)C(=O)COC(=O)c1ccc(N2CCCC2=O)cc1
 : nt, nt, 100, 100, nt, 1, nt, 2, 13
> O=C1c2ccccc2S(=O)(=O)c2cc(C(=O)N3CCC(C(=O)N4CCCCC4)CC3)ccc21
 : -1.5, -2, 100, 107, -2, 4, -2, 0, 3
> O=S(=O)(c1ccc(Br)s1)N1CCN(c2ccccn2)CC1
 : -3.7, 2, 93, 103, -3, -1, -1, 1, 5
> NNC(=O)CSCc1ccc(Cl)cc1Cl
 : -0.9, 0, 106, 99, -12, 0, 0, 2, 10
> NS(=O)(=O)c1cccc(NC(=O)CSc2nc3ccccc3c(=O)n2CCCN2CCOCC2)c1
 : 0.1, 1, 99, 108, -2, -5, 2, 1, 7
> CCCCOP(=O)(c1ccc(N(C)C)cc1)C(O)c1ccc(OC)cc1 (centres undefined)
 : -0.5, 3, 99, 104, 9, -6, 7, 0, 3
> CCN(CC)C(=O)N1c2ccccc2CC(N(CC)CC)c2ccccc21 (centres undefined)
 : -0.7, 1, 103, nt, -5, -1, -1, 0, 12

Laid out differently: entries from further up
canonical_smiles	MEX-5 binding	Fam108B counter	CIT2-GFP yeast	AGP1 TOR yeast	MCL1-BIM inh	GLD-1 TGE inh	Bcl-xL primary	GRK2 inh	VLA-4 inh
O=C(CCn1c(=O)oc2ccccc21)NC1=NCCS1	-1.7	9	105	100	4	-8	-1	0	-1
Cc1ccc(Cl)cc1NC(=O)CN1CCN(S(=O)(=O)N2CCOCC2)CC1	-0.1	4	106	102	3	7	-2	2	4
COc1ccc(NC(C)c2cc(Cl)ccc2O)cc1 (centres undefined)	-1.2	-3	88	98	-6	-5	3	0	21
CCN(CC)C(=O)N1c2ccccc2CC(N(CC)CC)c2ccccc21 (centres undefined)	-0.7	1	103	nt	-5	-1	-1	0	12
CC(C)(C)C(=O)OCc1nc(-c2ccc(Cl)cc2)cs1	0.4	-1	96	95	1	5	4	2	2
